HCMV antiviral: human cytomegalovirus inhibition | HFF cells, HCMV-luciferase reporter, 72 h; hits give low values | activity change, negative = inhibition, % at 57.5 µM | 4.5% of 410,000 active | AID 1259415; in the data active = activity change below about -60%; inconclusive = no clear call, values can overlap the other calls; inactive = above about -39%
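After 16 h attachment at 37C, HFF cells received test compound and HCMV-luciferase (1 PFU/cell); reporter luminescence read 72 h later, data normalized against buffer-only and known inhibitor Salinomycin.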
TbPYK inhibitor: blocks Trypanosoma brucei pyruvate kinase | TbPYK enzyme, Kinase-Glo Plus ATP luminescence, 45 min | Potency, µM (doses to about 76.8 µM), for the others: top-dose activity, negative = inhibition, usual class: inhibitors | 0.12% of 410,000 active | AID 624173; note: potency is the fitted concentration of half-maximal effect; nearly all actives have a fitted effect of over 50% in size
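ADP (130 uM final) triggers the TbPYK reaction after compound addition; incubation is 45 min at room temperature. Kinase-Glo Plus is then added and luminescence imaged. Normalized data are fitted to concentration-effect curves.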
HCV inh: HCV inhibition; Potency, µM (highest dose often 41.8 µM), inactives show at the highest dose activity change, negative = inhibition, most hits filed as inhibitors; Huh7.5.1 HCVcc-Cre infection, luciferase reporter, 44 h; AID 651820; 3.4% of 340,000 active; note: potency is the fitted concentration of half-maximal effect
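Antiviral activity was scored by luciferase reporter output from cells infected with HCVcc-Cre (~0.5 moi) in presence of compound, 44 h infection period, cells seeded 1,000/well 4 h prior.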
AmpC inh no detg: AmpC beta-lactamase inhibition without detergent. 0.52% of 330,000 active. Potency, µM (titrated, usually from 57.1 µM), for inactives: at the highest dose activity change, negative = inhibition, usual class: inhibitors. P00811. AmpC nitrocefin hydrolysis, absorbance 480 nm, 0.0001% Triton. AID 485341;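 note: potency is the fitted concentration of half-maximal effect; plate controls were no compound for no effect and no enzyme for full effect; nearly all actives have a fitted effect of over 20% in size; some results filed as inactive show a strong effect at the top dose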
Target sequence (P00811 whole entry, looked up): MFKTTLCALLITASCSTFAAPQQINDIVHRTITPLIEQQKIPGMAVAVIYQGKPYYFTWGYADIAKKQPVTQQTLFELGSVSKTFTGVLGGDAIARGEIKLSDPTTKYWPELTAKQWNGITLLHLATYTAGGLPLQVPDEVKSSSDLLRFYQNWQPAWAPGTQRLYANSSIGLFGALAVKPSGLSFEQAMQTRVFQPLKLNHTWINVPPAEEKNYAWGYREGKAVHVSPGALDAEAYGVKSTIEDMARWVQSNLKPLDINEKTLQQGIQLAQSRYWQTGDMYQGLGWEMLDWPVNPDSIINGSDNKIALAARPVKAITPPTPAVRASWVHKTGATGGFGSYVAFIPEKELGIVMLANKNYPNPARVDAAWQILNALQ
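AmpC (5.3 nM in the dispensed reagent) in 20 mM phosphate pH 7.0 with 0.01% (detergent screen) or 0.0001% Triton X-100 was preincubated with compounds for 15 min at room temperature. Nitrocefin was then added from an 800 uM solution, and hydrolysis was followed at 480 nm.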
LmPK inhibitor: inhibitors of Leishmania mexicana pyruvate kinase; purified LmPK, Kinase-Glo ATP luminescence, 1 h; 0.37% of 290,000 active; Potency, µM (highest dose often 57.5 µM), for inactives: top-dose activity change, negative = inhibition, hits mostly inhibitors; AID 1721; note: potency is the fitted concentration of half-maximal effect
Target sequence (Q27686 whole entry, looked up): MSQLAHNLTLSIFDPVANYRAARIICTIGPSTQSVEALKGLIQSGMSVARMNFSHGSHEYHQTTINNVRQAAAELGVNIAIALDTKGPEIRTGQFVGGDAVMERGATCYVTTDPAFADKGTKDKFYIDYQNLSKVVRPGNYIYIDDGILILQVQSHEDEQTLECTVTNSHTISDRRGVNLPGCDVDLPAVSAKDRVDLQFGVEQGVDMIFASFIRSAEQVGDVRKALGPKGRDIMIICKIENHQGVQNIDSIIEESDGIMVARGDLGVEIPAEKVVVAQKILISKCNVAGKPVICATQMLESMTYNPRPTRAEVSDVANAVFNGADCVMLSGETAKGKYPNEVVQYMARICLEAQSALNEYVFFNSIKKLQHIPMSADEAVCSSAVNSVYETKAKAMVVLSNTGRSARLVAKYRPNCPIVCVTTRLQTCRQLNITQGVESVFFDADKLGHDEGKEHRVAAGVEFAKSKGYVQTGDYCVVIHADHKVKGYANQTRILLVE
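ATP generated from ADP (0.1 mM) and PEP (0.5 mM) by 0.1 nM LmPK over 1 h at room temperature (pH 7.2 imidazole buffer) was detected by coupled luciferase luminescence. Values were normalized to uninhibited and no-enzyme wells.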
AmpC inh detg: inhibitors of E. coli AmpC beta-lactamase with detergent. Potency, µM (highest dose often 114 µM), without a hit: at the top dose activity change, negative = inhibition, hits mostly inhibitors. P00811. 0.041% of 370,000 active. AmpC hydrolysis of nitrocefin, absorbance 480 nm, 0.01% Triton;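 note: potency is the fitted concentration of half-maximal effect; 0% = no-compound wells and -100% = no-enzyme wells; nearly all actives have a fitted effect of over 25% in size; some results filed as inactive show a strong effect at the top dose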
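AmpC (5.3 nM in the dispensed reagent) in 20 mM phosphate pH 7.0 with 0.01% (detergent screen) or 0.0001% Triton X-100 was preincubated with compounds for 15 min at room temperature. Nitrocefin was then added from an 800 uM solution, and hydrolysis was followed at 480 nm.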
AMA1 RON2 block: AMA1-RON2 (P. falciparum) interaction inhibition; AlphaScreen AMA1-biotinylated RON2 peptide binding; Potency, µM (doses to about 58.2 µM), for the others: at the highest dose activity change, negative = inhibition, usual class: inhibitors; 0.2% of 360,000 active; AID 720542;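 note: potency is the fitted concentration of half-maximal effect; 0% = vehicle wells and -100% = peptide control; nearly all actives have a fitted effect of over 45% in size; some results filed as inactive show a strong effect at the top dose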
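AMA1 (3D7) with his tag at 25 nM final met compounds first, then biotinylated RON2 peptide at 25 nM; detection used donor plus acceptor beads, 10 µg/mL apiece, read by AlphaScreen after 30 min at room temperature.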
An asterisk follows results filed as active; [ ] = dose if it differs, or a comment. Unless noted, calls come from the whole dose curve; as a rule, active = well fitted curve in the direction sought with a large enough effect; inconclusive = small, poorly fitted or top-dose-only effect, or another doubt; inactive = no such curve, though single readings can be large; an effect the other way counts as inactive or inconclusive. Unless noted, % is set by controls: 0 for no effect and ±100 for the full control effect.

`O=C(Nc1cccc2c1CCCC2)c1ccc(Cl)c([N+](=O)[O-])c1` gave HCMV antiviral -26.0, TbPYK inhibitor 1.9%, HCV inh inconclusive, AmpC inh no detg -19.9%, LmPK inhibitor 2.0%, AmpC inh detg -14.4% and AMA1 RON2 block -3.4%.
Screening O=S(=O)(NC(=NCc1ccccc1)c1ccc(F)cc1)c1ccc(Cl)cc1 returned HCMV antiviral inconclusive, TbPYK inhibitor -2.9%, HCV inh 0.7%, AmpC inh no detg 0.7%, LmPK inhibitor 1.5%, AmpC inh detg 2.8% and AMA1 RON2 block 10.3%.
CCC1(C)Cc2c(sc3nnn(CC(=O)Nc4ccc(Cl)cc4)c(=O)c23)CO1 (stereo unspecified) was read as HCMV antiviral inconclusive, TbPYK inhibitor -2.2%, HCV inh 11.2µM*, AmpC inh no detg -27.9%, LmPK inhibitor 5.9%, AmpC inh detg -10.5% and AMA1 RON2 block -12.6%.
`C=CCC(C(=O)OC)(C(=O)OC)c1ccc([N+](=O)[O-])cc1[N+](=O)[O-]` gave HCMV antiviral 39.5, TbPYK inhibitor 0.7%, HCV inh 9.8%, AmpC inh no detg -16.7%, LmPK inhibitor -2.3%, AmpC inh detg -1.1% and AMA1 RON2 block 0.7%.
`CC1=C(C(=O)OCC2CCCCC2)C(c2ccc(F)cc2)NC(=O)N1` (stereo unspecified) gave HCMV antiviral inconclusive, TbPYK inhibitor 7.4%, HCV inh -19.3%, AmpC inh no detg -2.9%, LmPK inhibitor -4.5%, AmpC inh detg 5.2% and AMA1 RON2 block -1.4%.
For N#Cc1cccc(NC(=O)CSc2ccccc2)c1 the results were HCMV antiviral -19.8, TbPYK inhibitor 0.6%, HCV inh -23.7%, AmpC inh no detg -23.8%, LmPK inhibitor 0.2%, AmpC inh detg -3.2% and AMA1 RON2 block 10.3%.
For Cc1ccc(S(=O)(=O)N2C[C@]3(O)C[C@@H]4C(=O)N(c5ccccc5)C(=O)[C@@H]4C[C@]3(OC(=O)NC3CC3)C2)cc1 the results were HCMV antiviral 39.4, TbPYK inhibitor 1.2% and AMA1 RON2 block 5.0%.
`CCN(CC)CCCNC(=O)C1CCN(C(=O)c2cc3sccc3n2Cc2ccc(F)cc2)CC1` gave TbPYK inhibitor 1.0%, HCV inh 4.4%, AmpC inh no detg 92.4%[activator], LmPK inhibitor -4.3%, AmpC inh detg -0.4% and AMA1 RON2 block inconclusive.
Screening CN(Cc1ccccc1F)C(=O)CN1CCN(S(=O)(=O)c2ccc3c(c2)OCCCO3)CC1 returned HCMV antiviral 0.0, TbPYK inhibitor -8.2%, HCV inh inconclusive, AmpC inh no detg 200.0%[activator], AmpC inh detg -0.7% and AMA1 RON2 block 4.0%.
CCCCCNc1c(C(=O)OCC)c(=O)[nH]c2ccccc12 was read as HCMV antiviral 9.6, TbPYK inhibitor -6.1%, HCV inh -6.3%, AmpC inh no detg -29.8%, LmPK inhibitor 11.4%, AmpC inh detg -10.8% and AMA1 RON2 block 0.1%.
`CCOC(=O)[C@]12Cc3ccccc3[C@H]1N(C1CCCCC1)C(=O)c1cc(OC)ccc12` gave HCMV antiviral -100.7*, TbPYK inhibitor -4.7% and AMA1 RON2 block 1.6%.
For O=C(CSc1nnnn1-c1ccccc1)Nc1ncc(Cc2ccccc2Cl)s1 the results were HCMV antiviral 7.6, TbPYK inhibitor -2.4%, HCV inh -3.0%, AmpC inh no detg -15.8%, LmPK inhibitor 5.8%, AmpC inh detg 5.2% and AMA1 RON2 block 7.9%.
For CC(=O)c1cccc(-c2ccnc3c2CC(C(=O)NCC2CC2)O3)c1 (stereo unspecified) the results were HCMV antiviral 15.7, TbPYK inhibitor -0.3% and AMA1 RON2 block -0.4%.
For O=C1Nc2cc(C(=O)NCCN3CCCCCC3)ccc2S/C1=C/c1ccccc1F the results were HCMV antiviral -23.8, TbPYK inhibitor 3.2% and AMA1 RON2 block -25.8%.
Cc1cc(C)c(S(=O)(=O)NCCS(=O)(=O)N2CCN(c3ccccc3)CC2)c(C)c1 was read as HCMV antiviral 10.2, TbPYK inhibitor 2.6% and AmpC inh detg 20.3%.
CCc1ccc(-c2nc(SCC(=O)NC3CC3)n[nH]2)cc1 was read as HCMV antiviral 45.5, TbPYK inhibitor -6.3%, HCV inh -4.9%[8.37 µM], AmpC inh no detg inconclusive, AmpC inh detg inconclusive and AMA1 RON2 block 11.9%.
Screening COC(=O)c1ccc(NC(=O)Nc2cccc(F)c2)cc1 returned HCMV antiviral -11.0, TbPYK inhibitor -5.9%, HCV inh 10µM*, AmpC inh no detg -23.0%, LmPK inhibitor 0.6%, AmpC inh detg 5.8% and AMA1 RON2 block 24.3%.
CCCCc1oc2c(c(=O)c1C)C(=O)CC(c1ccccc1)C2 (stereo unspecified) was read as HCMV antiviral -27.9, TbPYK inhibitor 0.5%, HCV inh inconclusive, AmpC inh no detg -2.2%, LmPK inhibitor 4.0%, AmpC inh detg -8.2% and AMA1 RON2 block -3.4%.
`CC(C)(C)S(=O)(=O)c1cnc2c(-c3ccsc3)cnn2c1N` gave HCMV antiviral -26.7, TbPYK inhibitor 1.5%, HCV inh 2.6%, AmpC inh no detg -7.4%, LmPK inhibitor -2.6%, AmpC inh detg -12.6% and AMA1 RON2 block 59.0%[activator].
Screening S=C(NCCc1ccccc1)N/N=C/c1ccccc1Cl returned HCMV antiviral -35.6, TbPYK inhibitor -1.8%, HCV inh 4.9%, AmpC inh no detg -42.2%, LmPK inhibitor 6.0%, AmpC inh detg -15.3% and AMA1 RON2 block -8.7%[2.32 µM].
Screening Cc1nc2ccc(NC(=O)CCS(=O)(=O)c3ccc(Cl)cc3)cc2s1 returned HCMV antiviral inconclusive, TbPYK inhibitor -2.4%, HCV inh inconclusive, AmpC inh no detg -19.9%, LmPK inhibitor 0.9%, AmpC inh detg -5.6% and AMA1 RON2 block 0.0%.
Screening CCCC(C(=O)NC(C)(C)C)N(CC1CCCO1)C(=O)c1snc(C(N)=O)c1N (stereo unspecified) returned HCMV antiviral -35.9, TbPYK inhibitor -0.1%, HCV inh -1.4%, AmpC inh no detg -2.3%, LmPK inhibitor 0.6%, AmpC inh detg -2.7% and AMA1 RON2 block -3.0%.
For O=C(O)CCSc1nnc(COc2cccc3cccnc23)n1-c1ccccc1 the results were HCMV antiviral -21.9, TbPYK inhibitor -0.2%, HCV inh 13.2%, AmpC inh no detg -2.8%[2.29 µM], LmPK inhibitor -0.5%, AmpC inh detg -13.7% and AMA1 RON2 block -10.1%.
For Cc1cc(NC(=O)CSCC(=O)Nc2ccc(Cl)c(C(F)(F)F)c2)no1 the results were HCMV antiviral -30.7, TbPYK inhibitor 8.6%, HCV inh -1.9%, AmpC inh no detg -18.4%, AmpC inh detg -14.6% and AMA1 RON2 block 7.9%.
Screening COC(=O)[C@@H]1CCCN1C(=O)CCc1nnc(C2CCCCC2)o1 returned HCMV antiviral -24.3, TbPYK inhibitor 2.7%, HCV inh 10.3%, AmpC inh no detg -4.5%, LmPK inhibitor -8.7%, AmpC inh detg -6.0% and AMA1 RON2 block -8.9%.
`CSc1ccc(CNC(C)(C)CO)cc1` gave HCMV antiviral 15.2, TbPYK inhibitor -6.7%, HCV inh 6.6%, AmpC inh no detg 0.0%, LmPK inhibitor 3.7%, AmpC inh detg -2.8% and AMA1 RON2 block -17.1%.
CNC(=O)[C@@H]1C[C@H]1[C@@H](NC(=O)OCc1ccccc1)c1ccccc1 was read as HCMV antiviral 6.9, TbPYK inhibitor -8.4%, HCV inh 2.9%[8.37 µM], AmpC inh no detg -5.7%, LmPK inhibitor 1.9%, AmpC inh detg -9.8% and AMA1 RON2 block -6.0%.
`O=C1c2ccccc2C(=O)N1CCSC(=S)N1CCOCC1` gave HCMV antiviral -27.5, TbPYK inhibitor -1.3%, HCV inh 13.9%, AmpC inh no detg -4.7%, LmPK inhibitor 7.4%, AmpC inh detg 6.9% and AMA1 RON2 block -2.2%.
Screening O=C1C2C3CCC(C3)C2C(=O)N1c1ccc2ccccc2c1 (stereo unspecified) returned HCMV antiviral 30.7, TbPYK inhibitor -0.9%, HCV inh 6.4%, AmpC inh no detg 1.7%, LmPK inhibitor 15.7%, AmpC inh detg -13.7% and AMA1 RON2 block -7.8%.
Screening CCN1C2=C(C(=O)CCC2)C(c2ccc(O)cc2)C2=C1CCCC2=O returned HCMV antiviral 69.2, TbPYK inhibitor -0.3%, HCV inh -5.8%, AmpC inh no detg 3.2%, LmPK inhibitor 1.0%, AmpC inh detg inconclusive and AMA1 RON2 block -3.6%.

Three entries from above, arranged by number of heavy atoms, smallest number first.
Screening COC(=O)c1ccc(NC(=O)Nc2cccc(F)c2)cc1 returned HCMV antiviral -11.0, TbPYK inhibitor -5.9%, HCV inh 10µM*, AmpC inh no detg -23.0%, LmPK inhibitor 0.6%, AmpC inh detg 5.8% and AMA1 RON2 block 24.3%.
CCCCc1oc2c(c(=O)c1C)C(=O)CC(c1ccccc1)C2 (stereo unspecified) was read as HCMV antiviral -27.9, TbPYK inhibitor 0.5%, HCV inh inconclusive, AmpC inh no detg -2.2%, LmPK inhibitor 4.0%, AmpC inh detg -8.2% and AMA1 RON2 block -3.4%.
Screening Cc1nc2ccc(NC(=O)CCS(=O)(=O)c3ccc(Cl)cc3)cc2s1 returned HCMV antiviral inconclusive, TbPYK inhibitor -2.4%, HCV inh inconclusive, AmpC inh no detg -19.9%, LmPK inhibitor 0.9%, AmpC inh detg -5.6% and AMA1 RON2 block 0.0%.

New compounds follow:
CCOC(=O)C(Sc1cc(C)nc(N)n1)C(C)=O (stereo unspecified) was read as HCMV antiviral -18.5, TbPYK inhibitor -2.3%, HCV inh 24.0%, AmpC inh no detg -7.9%, LmPK inhibitor -0.9%, AmpC inh detg 2.2% and AMA1 RON2 block 63.0%[activator].
`COc1ccc(NC(=O)c2ccc3nccnc3c2)cc1` gave HCMV antiviral 10.0, TbPYK inhibitor -1.9%, HCV inh -3.7%, AmpC inh no detg -2.4%, LmPK inhibitor -2.9%, AmpC inh detg inconclusive and AMA1 RON2 block 2.2%.
Screening COc1ccc(Cl)c(N2CCN(CCCNC(=O)Nc3ccc(C)cc3)CC2)c1 returned HCMV antiviral -9.1, TbPYK inhibitor -4.7%, HCV inh inconclusive, AmpC inh no detg 44.9%, LmPK inhibitor -8.0%, AmpC inh detg inconclusive and AMA1 RON2 block -1.6%.
For CCOC(=O)c1cnc2c(C)cc(Cl)cc2c1NCCc1ccc(OC)c(OC)c1 the results were HCMV antiviral -5.5, TbPYK inhibitor 1.7% and AmpC inh detg -0.9%.
Screening c1ccc(C(c2ccccc2)N2CCN(Cc3nnnn3C3CCCCC3)CC2)cc1 returned HCMV antiviral -8.8, TbPYK inhibitor 2.7%, HCV inh inconclusive, AmpC inh no detg 86.6%[activator], LmPK inhibitor 2.8%, AmpC inh detg 5.4% and AMA1 RON2 block -8.3%.

Bioassay records as filed in PubChem BioAssay.
